PLK1 PBD block = inhibitors of human PLK1 polo-box domain binding; 360,000 tested, 2.8% active; Potency, µM, for inactives: max response, negative = inhibition, actives largely listed as inhibitors; Plk1 PBD binding of FITC phosphopeptide, fluorescence polarization; note: potency is the fitted concentration of half-maximal effect; series mostly up to about 57 µM; % is set by controls: 0 for no effect and ±100 for the full control effect; nearly all actives have a fitted effect of over 65% in size
GLP1R inv ag = inverse agonists of human GLP-1 receptor. Potency, µM (top dose mostly 38.3 µM), inactives show at the top dose activity change, negative = inhibition, actives largely listed as inhibitors. HEK293 GLP-1R CRE-luciferase, luminescence, 24 h; GLP-1R form is constitutively active. P43220. AID 624417. 410,000 tested, 1.6% active; note: potency is the fitted concentration of half-maximal effect; % is set by controls: 0 for no effect and ±100 for the full control effect; nearly all actives have a fitted effect of over 55% in size
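Luminescence readout: a drop in cAMP-driven luciferase signal flags inverse agonism at a constitutively active GLP-1R stably expressed in HEK293. Compound exposure lasted 24 hr at 37 deg C, 5% CO2.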
IL-2 act = activators of IL-2 | IL-2 activation reporter assay, cell-based qHTS; stimulated with anti-CD3/CD4/CD28 beads; in transgenic mouse T cells | activation, % (series mostly up to about 46 µM) | 360,000 tested, 0.065% active; in the data active = activation above about 50%; inconclusive = mostly about 30% to 49%; note: 0% is about no effect
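First, unstimulated transgenic mouse T cells were exposed to compound for 60 min. Next, anti-CD3/anti-CD4-coated beads with anti-CD28 were added. Finally, after 18 h at 37 degrees C, EGFP and DsRed were imaged.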
D3 antag = blocks the human D3 dopamine receptor; P35462; D3R cells, DiscoveRx beta-arrestin luminescence, antagonist mode; hits give low values; max response, negative = inhibition, %; 360,000 tested, 2.5% active; AID 652054; in the data active = max response below about -50%; inconclusive = no clear call, values can overlap the other calls; note: % is set by controls: 0 for no effect and ±100 for the full control effect; mostly tested at two doses, the higher about 12 µM
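Cells plated overnight at 1500 cells/well, then exposed to library compounds with dopamine controls for 90 minutes at 37 degrees C. DiscoveRx reagent added for 30–60 minutes at room temperature; luminescence read, quantitative HTS format.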
PI5P4K alpha inh = inhibitors of human PI5P4K alpha. PI5P4Kalpha enzyme, ADP-Glo luminescence, 60 min; hits give low values. max response, %. 330,000 tested, 1.2% active. AID 652105; active = max response of -50% or lower; inconclusive = between -30% and -50%; inactive = -30% or higher; note: value at the top dose of about 77 µM; % is set by controls: 0 for no effect and ±100 for the full control effect
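Compounds were pin-transferred onto PI5P4Kalpha and substrate in HEPES pH 7.4 buffer with EGTA, CHAPS and 5% DMSO. ATP (5 microM final) started the reaction, which ran 60 minutes at room temperature before ADP-Glo detection.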
GLP-1R agonist = agonists of human GLP-1 receptor | 380,000 tested, 0.007% active | P43220 | Potency, µM (highest dose often 45.6 µM), without a hit: at the highest dose activation, actives largely listed as activators | HEK293 GLP-1R CRE-luciferase, luminescence, 4-6 h; cells express a hypersensitive GLP-1R form; note: potency is the fitted concentration of half-maximal effect; % of control where 0% means no effect
WRN helicase inh = WRN helicase (human) inhibition. Q14191. WRN helicase unwinding, fluorescent forked duplex, kinetic. Potency, µM (series often up to 114 µM), for inactives: at the top dose activity change, negative = inhibition, usual class: inhibitors. 360,000 tested, 0.46% active. AID 651768; note: potency is the fitted concentration of half-maximal effect; % is set by controls: 0 for no effect and ±100 for the full control effect; nearly all actives have a fitted effect of over 55% in size
Target sequence (Q14191 whole entry, looked up): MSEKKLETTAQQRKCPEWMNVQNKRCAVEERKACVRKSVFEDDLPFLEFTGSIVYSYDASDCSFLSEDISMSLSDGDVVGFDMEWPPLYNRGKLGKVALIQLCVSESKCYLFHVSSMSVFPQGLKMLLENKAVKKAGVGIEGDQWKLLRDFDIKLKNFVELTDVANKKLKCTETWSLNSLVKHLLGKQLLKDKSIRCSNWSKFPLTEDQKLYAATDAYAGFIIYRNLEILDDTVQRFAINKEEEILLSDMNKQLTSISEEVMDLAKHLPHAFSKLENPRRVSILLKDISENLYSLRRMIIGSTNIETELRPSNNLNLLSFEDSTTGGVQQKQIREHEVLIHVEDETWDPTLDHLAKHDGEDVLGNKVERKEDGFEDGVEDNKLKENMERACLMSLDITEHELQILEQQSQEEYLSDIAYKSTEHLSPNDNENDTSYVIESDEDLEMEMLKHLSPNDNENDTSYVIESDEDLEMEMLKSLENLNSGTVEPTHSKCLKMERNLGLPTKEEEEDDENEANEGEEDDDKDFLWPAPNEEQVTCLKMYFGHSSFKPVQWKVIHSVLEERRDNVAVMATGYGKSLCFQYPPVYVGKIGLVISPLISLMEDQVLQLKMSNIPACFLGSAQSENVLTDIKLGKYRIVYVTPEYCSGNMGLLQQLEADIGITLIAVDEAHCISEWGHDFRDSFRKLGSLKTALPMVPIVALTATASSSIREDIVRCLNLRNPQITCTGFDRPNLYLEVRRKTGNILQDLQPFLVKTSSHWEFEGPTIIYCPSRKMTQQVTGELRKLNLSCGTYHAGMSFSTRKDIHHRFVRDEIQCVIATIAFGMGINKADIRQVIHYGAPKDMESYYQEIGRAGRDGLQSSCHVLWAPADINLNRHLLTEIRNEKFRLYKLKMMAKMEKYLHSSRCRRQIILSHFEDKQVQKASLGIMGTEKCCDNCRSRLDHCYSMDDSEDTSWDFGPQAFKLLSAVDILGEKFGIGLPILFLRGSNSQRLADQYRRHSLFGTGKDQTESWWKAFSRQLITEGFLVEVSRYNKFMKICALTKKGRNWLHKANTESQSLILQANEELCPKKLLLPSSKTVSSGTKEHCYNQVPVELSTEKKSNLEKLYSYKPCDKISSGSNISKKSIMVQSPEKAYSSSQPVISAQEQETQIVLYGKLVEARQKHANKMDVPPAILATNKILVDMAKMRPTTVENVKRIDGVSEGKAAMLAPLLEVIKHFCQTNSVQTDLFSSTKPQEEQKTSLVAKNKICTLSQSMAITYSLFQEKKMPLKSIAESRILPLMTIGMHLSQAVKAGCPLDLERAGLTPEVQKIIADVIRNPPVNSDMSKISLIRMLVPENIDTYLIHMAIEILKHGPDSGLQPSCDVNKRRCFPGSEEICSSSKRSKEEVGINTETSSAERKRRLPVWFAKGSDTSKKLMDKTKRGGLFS
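WRN at 20 nM final preincubated with compound 15 min at room temperature; reaction started with 100 nM fluorophore/quencher forked duplex oligonucleotide and 2 mM ATP final. Unwinding followed kinetically by red fluorescence (ex 525, em 598 nm).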
GLP1R cytotox = cytotoxic in the GLP-1 receptor inverse agonist counter-screen; HEK293 cAMP-luciferase reporter cells, luminescence, 24 h; Potency, µM (highest dose often 38.3 µM), for inactives: top-dose activity change, negative = inhibition, usual class: inhibitors; 410,000 tested, 0.13% active;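 note: loss of luciferase light is scored as toxicity; potency is the fitted concentration of half-maximal effect; % is set by controls: 0 for no effect and ±100 for the full control effect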
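Compound-treated cells are incubated 24 hr at 37 deg C under 5% CO2 after a 12 hour attachment period, then luciferase detection reagent is added and luminescence is measured following 12 min at room temperature; lowered signal indicates toxicity.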
D3 ag = D3 dopamine receptor (human) agonism. D3R DiscoveRx beta-arrestin cells, luminescence, 90 min. max activation, %. AID 652048. P35462. 410,000 tested, 0.58% active; in the data active = max activation above about 30%; note: 0% is about no effect; mostly tested at two doses, the higher about 12 µM
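Cells at 1500/well, incubated overnight, then treated with pinned compounds (dopamine as control) for 90 min at 37 degrees C. DiscoveRx reagent added for 30 - 60 minutes at room temperature; luminescence read.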
The depositor's hits bear a star; ? = inconclusive; / = not tested or not shown; [ ] = dose if it differs, or a comment. Unless noted, calls come from the whole dose curve; as a rule, active = well fitted curve in the direction sought with a large enough effect; inconclusive = small, poorly fitted or top-dose-only effect, or another doubt; inactive = no such curve, though single readings can be large; an effect the other way counts as inactive or inconclusive.

SMILES	PLK1 PBD block	GLP1R inv ag	IL-2 act	D3 antag	PI5P4K alpha inh	GLP-1R agonist	WRN helicase inh	GLP1R cytotox	D3 ag
Cc1onc(C(=O)NCCc2ccccc2)c1[N+](=O)[O-]	5%	13%	2.1	22	2	1%	9%	6%	2
CCCOc1ccc(C2C(C(=O)OC)=CN(CCOC)C=C2C(=O)OC)cc1	-9%	?	4.4	4	18	22%	-5%	395%[activator]	-8
Cc1noc(C)c1COc1ccc(C(=O)N2CCC(C)CC2)cc1	-12%	-19%	-1.4	27	2	7%	-6%	7%	0
CC1(c2nnc(Cc3ccccc3)o2)CC(c2ccccc2F)=NO1 (stereo not given)	0%	3%	0.2	0	5	4%	12%	5%	6
Cn1c(-c2cccc([N+](=O)[O-])c2)cnc1NCc1cccc([N+](=O)[O-])c1	-12%	-25%	1.7	0	-2	2%	3%	-7%	-2
CN(C)S(=O)(=O)c1ccc(C(=O)NCC(=O)N/N=C/c2ccco2)cc1	-13%	10%	-0.6	-12	-4	-1%	7%	1%	-6
O=C(C1CC(=O)N(c2ccc3c(c2)OCCO3)C1)N1CCN(c2ccccc2)CC1 (stereo not given)	-13%	12%[0.307 µM]	2.3	-12	?	-13%	?	1%[0.307 µM]	-9
Cc1cc(C)nc(SC2CC(=O)N(c3ccc(C)c(C)c3)C2=O)n1 (stereo not given)	-1%	?	0.1	21	0	-1%	-1%	-16%	-2
Cc1cc(C)c(-c2csc(Cc3nc(-c4cc5ccccc5oc4=O)cs3)n2)cc1C	27µM*	?	0.2	8	-6	0%	-19%	-7%	6
COc1ccc2cc3cc(C(=O)Nc4ccc5c(c4)OCO5)oc3nc2c1	0%	8%	-0.8	3	1	-6%	-27%[57.1 µM]	-8%	2

Brought forward from above: 4 entries, followed by the next part.
SMILES	PLK1 PBD block	GLP1R inv ag	IL-2 act	D3 antag	PI5P4K alpha inh	GLP-1R agonist	WRN helicase inh	GLP1R cytotox	D3 ag
O=C(C1CC(=O)N(c2ccc3c(c2)OCCO3)C1)N1CCN(c2ccccc2)CC1 (stereo not given)	-13%	12%[0.307 µM]	2.3	-12	?	-13%	?	1%[0.307 µM]	-9
Cc1cc(C)nc(SC2CC(=O)N(c3ccc(C)c(C)c3)C2=O)n1 (stereo not given)	-1%	?	0.1	21	0	-1%	-1%	-16%	-2
Cc1cc(C)c(-c2csc(Cc3nc(-c4cc5ccccc5oc4=O)cs3)n2)cc1C	27µM*	?	0.2	8	-6	0%	-19%	-7%	6
COc1ccc2cc3cc(C(=O)Nc4ccc5c(c4)OCO5)oc3nc2c1	0%	8%	-0.8	3	1	-6%	-27%[57.1 µM]	-8%	2
O=C(NCc1ccc(F)cc1)C1CCCN1S(=O)(=O)c1ccccc1C(F)(F)F (stereo not given)	-5%	-13%	-0.3	-21	0	-1%	-4%	5%	-15
O=C(NCCCn1cccn1)C1CCC(=O)N(Cc2ccccc2F)C1 (stereo not given)	-2%	9%	-3.6	7	-3	-3%	7%	6%	4
C=CCc1ccc(OCCOCCNCCCC)c(OC)c1	-6%	?	0.0	?	-1	10%	4%	-4%	-15
N#C/C(=C(/O)c1ccc(F)cc1)c1nc2ccccc2s1	-20%	3%	-0.3	18	-20	4%	1%	3%	20
COC(=O)Cn1ncc(N2C3CC(CC(C)(C)C3)C2C)c(Cl)c1=O (stereo not given)	-2%	?	-2.5	16	3	7%	-23%	24%	-3
CC(=O)c1cccc(-c2ccnc3c2CC(C(=O)Nc2ccc(Cl)cc2)O3)c1 (stereo not given)	-6%	?	-0.8	-61*	-3	13%	-2%	?	-15
COc1ccccc1-c1nnc(NC(=O)C(C)C)s1	1%	3%	0.2	-75*	-9	-5%	4%	-15%	-2
Cc1noc(C)c1C(=O)OC(C(=O)NC1CCCC1)c1ccc(F)cc1 (stereo not given)	2%	0%	-1.5	-8	/	1%	7%	2%	-1
Cc1ccc(NC(=O)NCc2nc3ccccc3n2C)cc1	-17%	1%	-0.6	-21	-6	7%	5%	-3%	-10
O=C(Oc1cc(=O)oc2c1c(=O)n1c3c(cccc23)CC1)c1ccccc1	?	-16%	-1.0	6	0	0%	-25%	-4%	-6
Cc1ccc(NC(=O)CCS(=O)(=O)c2cc3c(cc2Cl)NC(=O)CO3)cc1	-24%	-18%	1.5	?	-5	2%	-8%	-9%	-5
NC(=O)COc1ccccc1	-3%	15%	-1.5	2	-6	-6%	10%	-8%	1
CCOc1ccccc1NC(=O)C1CCCN(S(=O)(=O)c2ccc(OC)c(C)c2)C1 (stereo not given)	-1%	-14%	0.3	9	1	-2%	-4%	-15%	4
CCOc1cccc2sc(N(CCCN(C)C)C(=O)c3ccc(S(=O)(=O)N4CCCCCC4)cc3)nc12	0%	?	-4.1	-13	19	3%	-14%	?	-23
C=C(C)C(=O)N1CC2(CC(c3cccc(NC(=O)/C=C\C=C/C)c3)=NO2)C[C@H]1C(N)=O (stereo not given in full)	24µM*	9%	1.9	-28	-20	-2%	?	8%	19
CCN1CCN(C(=O)CCNC(=O)Cn2cnc3ccccc3c2=O)CC1	-16%	8%	-1.9	-27	-7	2%	2%	-68%	-5
Nc1c(C(=O)C2CC2)sc2nc3c(cc12)CCC3	-8%	14%	0.2	-29	-20	-2%	3%	4%	-16
O=C(CNC(=O)c1ccccc1)OCC(=O)c1ccccc1Cl	-9%	14%	-2.2	-7	-2	-4%	-1%	3%	0
CC(C)CCNCC(=O)NC(c1ccccc1)c1ccccc1	-3%	1%[0.307 µM]	1.4	3	-5	-9%	4%	-8%[0.307 µM]	-2
Cc1ccc(S(=O)(=O)N2CCN(S(C)(=O)=O)CC2)cc1	-8%	-4%	-2.3	5	/	2%	-12%	7%	-16

Part of the list above, with values under each structure:
Value order: PLK1 PBD block, GLP1R inv ag, IL-2 act, D3 antag, PI5P4K alpha inh, GLP-1R agonist, WRN helicase inh, GLP1R cytotox, D3 ag
CCOc1ccccc1NC(=O)C1CCCN(S(=O)(=O)c2ccc(OC)c(C)c2)C1 (stereo not given)
→ -1%, -14%, 0.3, 9, 1, -2%, -4%, -15%, 4
NC(=O)COc1ccccc1
→ -3%, 15%, -1.5, 2, -6, -6%, 10%, -8%, 1
CC(C)CCNCC(=O)NC(c1ccccc1)c1ccccc1
→ -3%, 1%[0.307 µM], 1.4, 3, -5, -9%, 4%, -8%[0.307 µM], -2
Nc1c(C(=O)C2CC2)sc2nc3c(cc12)CCC3
→ -8%, 14%, 0.2, -29, -20, -2%, 3%, 4%, -16
C=C(C)C(=O)N1CC2(CC(c3cccc(NC(=O)/C=C\C=C/C)c3)=NO2)C[C@H]1C(N)=O (stereo not given in full)
→ 24µM*, 9%, 1.9, -28, -20, -2%, ?, 8%, 19

Next section:
SMILES	PLK1 PBD block	GLP1R inv ag	IL-2 act	D3 antag	PI5P4K alpha inh	GLP-1R agonist	WRN helicase inh	GLP1R cytotox	D3 ag
COc1ccccc1NS(=O)(=O)c1cc2c(cc1C)NC(=O)CO2	-2%	4%	-2.5	-10	-1	0%	5%	4%	1
C(=N\n1cnnc1)/c1cccs1	0%	7%	-2.1	-14	/	0%	-6%	3%	0
COc1cc2nc(SCC(=O)NCc3ccco3)n(Cc3ccc(Cl)cc3)c(=O)c2cc1OC	-7%	5%	-1.2	22	/	-14%	4%	-10%	-9
c1nc(N2CCOCC2)c2c3c(sc2n1)CCCC3	-8%	4%	-2.5	25	/	0%	4%	-8%	2
OC(CN1CCN(c2cccc(C(F)(F)F)c2)CC1)c1c[nH]c2ccccc12 (stereo not given)	-5%	?	0.2	-25	26	1%	-9%	?	-17
Cc1cccc(/C=N/NC(=O)c2cc3c(s2)-c2ccccc2CC3)c1	21µM*	-26%	-2.3	15	3	2%	-3%	-4%	6
COC(=O)CC1C(=O)NCCN1C(=O)Nc1ccc(Cl)c(Cl)c1 (stereo not given)	-6%	-2%	0.7	4	0	12%	-9%	1%	3
O=C1/C(=C\c2ccc(O)c(O)c2)N=C2CCCCCN12	49%[activator]	73%[activator]	0.7	-29	-8	20%	-17%	?	-9
CCN(CCCNC(=O)C1CCCN(S(=O)(=O)c2cnc[nH]2)C1)c1ccccc1 (stereo not given)	-9%	-19%	-1.6	-18	0	-5%	-7%	?	2
Cc1ccc(C)c(Oc2coc3cc(O)ccc3c2=O)c1	2%	-13%	4.2	14	3	10%	-1%	64%[activator]	3
COc1ccc(OC)c(NC(=O)CSc2nnc3ccc(-c4ccccn4)nn23)c1	-6%	11%	-2.5	-8	-8	4%	-6%	3%	0
C=CCNc1ncnc2ccc(Br)cc12	2%	0%	-1.5	18	/	-3%	1%	5%	0
O=C(Nc1ccc(F)cc1)Nc1ccc2ccccc2n1	-2%	41%[activator]	-1.0	7	1	6%	-6%[57.1 µM]	-4%	0
COC(=O)C1=C(O)/C(=C/c2ccc(OCC(=O)Nc3ccc(OC)cc3)cc2)N=C1C	-4%	12%	2.6	4	-9	-7%	-3%	8%	0
CCCc1cc(=O)oc2cc(C)cc(OCC(=O)N[C@@H](CSCc3ccccc3)C(=O)O)c12	-1%	-20%	0.3	30	1	-1%	1%	-4%	-6
COc1ccccc1NC(=S)N(Cc1ccccc1)Cc1cccs1	-5%	-14%	-3.3	-13	-9	2%	4%	8%	1
Cc1ncc(CO)c(/C=N/NC(=O)c2cccc(S(=O)(=O)N3CCCC3)c2)c1O	-2%	-15%	4.5	2	1	-2%	-12%	7%	7
COc1cc(SC)ccc1C(=O)OCC(=O)NCCNC(=O)COC(=O)c1ccc(SC)cc1OC	-7%	5%	-0.5	2	1	6%	-3%	-11%	1
COCCNC(=O)c1ccc(C)c(NC(=O)C2=C(C)OCCS2)c1	2%	14%	-1.7	0	12	5%	10%	4%	1
O=S(=O)(NCc1ccc(F)cc1)c1ccccc1Br	1%	-23%	0.6	-3	8	5%	-5%	7%	-15
Cc1cccc(C(=O)Nc2ccc(C(=O)/C=C/c3cccnc3)cc2)c1	-7%	14%	0.0	-81*	3	20%	?	-22%	-12
